# CSN deneddyl inh = blocks human CSN-mediated cullin deneddylation; Q92905; Purified CSN, SCF-Nedd8-OG deneddylation, fluorescence polarization; inhibition, % at 12.5 µM; 0.38% of 360,000 active;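 active = pattern-corrected inhibition above about 35%, with an unprinted fluorescence ratio check between 0.5 and 1.5, limit read from the data, passing the limit was not always enough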;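 also: 0% = enzyme with substrate and 100% = substrate without enzyme; some results filed as inactive read as strong as hits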
#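 test system = HEK293T-derived human Csn5 enzyme | amount = 0.24 nM Csn5 enzyme, final concentration | medium = Tris/NaCl/DTT buffer, pH 7.5 | schedule = 90 min reaction at room temperature | signal = FP | evaluation = inhibition of Csn5 cleavage, % | compound dosing = single dose of 12.5 µM compound with 0.25% DMSO | probe or stimulus = 10 nM SCFSkp2-Nedd8OG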
# NadD inh = blocks S. aureus nicotinate mononucleotide adenylyltransferase. purified NadD enzyme, colorimetric absorbance read-out. inhibition, % at 20 µM. 0.78% of 360,000 active; in the data active = inhibition above about 26%; also: some compounds past the cut are filed as inactive
# STEP inh = inhibitors of human striatal-enriched phosphatase STEP | recombinant STEP, OMFP fluorogenic substrate, fluorescence | P54829 | inhibition, % at 20 µM | 0.25% of 360,000 active;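 active = inhibition at 20 µM, scaled per plate between control wells, above about 37%, limit read from the data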;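 also: 0% = DMSO with enzyme and substrate and 100% = substrate only without enzyme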
# Target sequence (P54829 whole entry, looked up): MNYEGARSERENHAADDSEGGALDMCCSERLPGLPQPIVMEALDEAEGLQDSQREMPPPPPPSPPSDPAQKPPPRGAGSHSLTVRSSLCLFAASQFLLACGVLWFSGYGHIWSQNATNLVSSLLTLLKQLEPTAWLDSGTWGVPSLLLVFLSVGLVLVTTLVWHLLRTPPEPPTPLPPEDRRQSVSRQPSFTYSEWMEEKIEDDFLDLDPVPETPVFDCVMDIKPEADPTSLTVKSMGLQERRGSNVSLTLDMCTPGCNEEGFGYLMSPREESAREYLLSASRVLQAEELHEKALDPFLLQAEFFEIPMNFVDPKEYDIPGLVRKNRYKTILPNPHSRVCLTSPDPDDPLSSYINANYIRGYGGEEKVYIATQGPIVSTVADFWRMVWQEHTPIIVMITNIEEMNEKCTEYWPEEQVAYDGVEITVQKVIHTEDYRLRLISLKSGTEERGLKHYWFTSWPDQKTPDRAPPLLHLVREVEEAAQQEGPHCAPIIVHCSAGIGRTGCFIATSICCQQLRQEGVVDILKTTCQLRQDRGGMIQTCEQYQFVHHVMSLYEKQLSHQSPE
#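 material = STEP tyrosine phosphatase | reagent = fluorogenic phosphatase substrate OMFP at 25 µM final | doses = single compound dose of 20 µM, 1% DMSO final | schedule = 20 min reaction, room temperature, in the dark | measured by = fluorescence, 480/540 nm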
# Rpn11 block = inhibitors of human proteasome Rpn11 | O00487 | human 26S proteasome, Ub4-pepOG fluorescence polarization; 20S core pre-blocked with epoxomicin | calls only at 20 µM | 0.59% of 360,000 active | AID 588493;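 active = inhibition at 20 µM, scaled to each plate's controls, above about 33%, limit read from the data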
# MsrA inh = inhibitors of bovine MsrA; purified bovine MsrA, absorbance read-out; inhibition, % at 15.5 µM; 0.75% of 360,000 active; AID 651718; in the data active = inhibition above about 4.5%;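 also: 0% = vehicle wells with enzyme and 100% = reference inhibitor wells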
# Tb MetRS inh = blocks T. brucei methionyl-tRNA synthetase activity | purified T. brucei MetRS, ATP depletion, Kinase-Glo luminescence | 0.4% of 360,000 active | inhibition, % at 11.9 µM;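 active = inhibition above a per-plate cutoff of the control wells' mean inhibition plus 3 SD, cut at about 5.5% in these data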;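 also: 0% = DMSO wells median and 100% = median of wells with control inhibitor compound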
#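 Measured by: Kinase-Glo luciferase luminescence reporting remaining unconsumed ATP. Material: purified T. brucei MetRS enzyme. Doses: 11.9 µM compound single dose, 0.9% DMSO. Medium: HEPES buffer containing pyrophosphatase, BSA, spermine, DTT. Times: 15 min preincubation, 2 h reaction, all 25 °C. Reagent: methionine, ATP and bulk E. coli tRNA.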
# LMPTP inh = blocks human LMPTP phosphatase; recombinant LMPTP-A, OMFP fluorogenic substrate, fluorescence intensity; 0.22% of 360,000 active; P24666; inhibition, % at 20 µM;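 active = compounds that cut the enzyme signal by at least half of the control window in the single-dose screen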;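 also: plate controls were DMSO wells with enzyme plus substrate for no effect and substrate without enzyme for full effect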
# Target sequence (P24666 whole entry, looked up): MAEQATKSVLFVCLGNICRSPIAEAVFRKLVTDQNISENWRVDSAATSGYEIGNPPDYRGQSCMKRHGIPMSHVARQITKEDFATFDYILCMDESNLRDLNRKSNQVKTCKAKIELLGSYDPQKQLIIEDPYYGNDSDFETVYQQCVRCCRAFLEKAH
#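 Material: LMPTP-A; amount: 0.625 nM enzyme; doses: single 20 µM dose; times: reaction 50 min, room temperature, dark; technique: fluorescence intensity of OMFP turnover product; benchmarks: no-enzyme and uninhibited controls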
# Scp-1 inhibitor = Scp-1 (human) phosphatase inhibition; Recombinant Scp1, phosphopeptide, malachite green phosphate absorbance; Q9GZU7; inhibition, % at 20 µM; AID 493091; 0.88% of 340,000 active;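 active = inhibition above about 50% at 20 µM, limit read from the data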;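 also: plate controls were DMSO wells with enzyme for no effect and wells lacking enzyme for full effect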
# Target sequence (Q9GZU7 76-261 limits assumed): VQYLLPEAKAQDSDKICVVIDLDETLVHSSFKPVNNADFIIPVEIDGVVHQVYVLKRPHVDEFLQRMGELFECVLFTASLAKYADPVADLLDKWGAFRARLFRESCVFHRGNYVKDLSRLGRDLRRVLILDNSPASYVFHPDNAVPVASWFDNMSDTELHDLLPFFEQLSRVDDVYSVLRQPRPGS
#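 Material – SCP-1 phosphatase catalytic domain, residues 76-261 · Buffer or medium – Acidic Tris acetate buffer with magnesium and detergent · Also added – Phospho 17-mer peptide substrate · Compound – single 20 µM dose, 1% DMSO · Times – 45 min room-temperature reaction, 5 min colour, 30 min stabiliser · Technique – Phosphate-binding colour reagent, absorbance read at 630 nm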
# SUMO1-SIM PPI = alters human SUMO1 binding to SIM partners. 0.33% of 360,000 active. P63165. SUMO1 binding to a labelled peptide, TR-FRET, 1 h. inhibition, % at 20 µM; in the data active = inhibition above about 37%
# Target sequence (P63165 whole entry, looked up): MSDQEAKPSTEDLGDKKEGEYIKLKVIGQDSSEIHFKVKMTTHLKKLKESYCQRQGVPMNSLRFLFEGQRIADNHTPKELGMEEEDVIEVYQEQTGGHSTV
# DNMT1 block = blocks human DNA methyltransferase DNMT1. P26358. DNMT1 molecular beacon, Hinp1I cleavage, fluorescence. inhibition (reported as % activation of signal), % at 10 µM. 0.83% of 360,000 active. AID 588458; in the data active = inhibition above about 50%
# * hit, by the source's call; i = inactive; / = not tested or not shown.
SMILES,CSN deneddyl inh,NadD inh,STEP inh,Rpn11 block,MsrA inh,Tb MetRS inh,LMPTP inh,Scp-1 inhibitor,SUMO1-SIM PPI,DNMT1 block
Cc1ccc(C)c(C(=O)NC2CC(C)(C)NC(C)(C)C2)c1,0,-1,-1,i,0.7,-2.0,-0.7,2,-3,-6
Cc1ccc(C(=O)C(C)OC(=O)CN2C(=O)NC3(CCCC3)C2=O)cc1 (centres undefined),-4,-1,-3,i,0.8,0.0,-0.7,3,0,-1
O=C(CN1C(=O)NC(Cc2c[nH]c3ccccc23)C1=O)Nc1cccc(S(=O)(=O)N2CCOCC2)c1 (centres undefined),0,-3,0,i,2.0,0.1,-1.2,-8,-7,-2
Cc1cc(C)c(NC(=O)c2ccc(S(=O)(=O)N(C)C)cc2)c(C)n1,-1,5,-2,i,1.6,-0.7,-0.8,-2,3,-4
CN(N=Nc1ccccc1C(=O)O)C1CCCCC1,4,-1,10,i,0.2,-0.3,-1.2,/,0,2
CN1CCN(c2ccc(CNC(=O)c3ccc(-c4ccnn4C)c4ccoc34)cc2)CC1,-1,-4,-2,i,0.5,-0.1,6.4,/,-5,75*
CC(=O)Nc1ccc(S(=O)(=O)C(C#N)c2nc3ccccc3nc2NCCN2CCOCC2)cc1 (centres undefined),7,-4,1,i,-0.2,1.9,2.3,-2,-7,0
CC(=O)Oc1ccc(N(C(C)=O)S(=O)(=O)c2cccs2)c2ccccc12,-14,-13,3,i,1.1,-0.6,0.6,-6,-2,-7
CC(=O)NC(=S)Nc1sc2c(c1C(N)=O)CCC(C)C2 (centres undefined),-1,0,0,i,0.3,0.1,1.4,-3,-7,1
C=C1CCC(OC(C)=O)C2(C)CCC3C(C)C(=O)OC3C12O (centres undefined),2,-7,0,i,-0.4,0.3,-3.0,-3,0,1
CCOc1cc(-c2nc3ccccn3c2NCC2CCCO2)ccc1O (centres undefined),1,0,2,i,0.7,-0.4,2.4,-7,-1,-6
COc1ccc(-n2c(SCC(=O)Nc3ccccc3)nc3c(c2=O)SCC3)cc1,3,-21,-2,i,0.8,-0.2,1.0,-9,-23,-2
Cc1nn(CCOc2cccc(Br)c2)c(C)c1[N+](=O)[O-],5,-7,-3,i,0.4,-1.1,-1.8,-4,-2,0
C[C@@H]1NS(=O)(=O)[C@H]2C[C@@H]3C=C[C@]2(O3)[C@H]1OC(=O)c1ccccc1Br,-8,-2,1,i,-0.5,-0.4,-0.9,-3,5,4
Cc1ccc(-c2nn(-c3cccc(F)c3)cc2CNCCc2ccncc2)o1,13,10,2,i,-0.5,-0.6,2.0,-10,1,-15
COCCNC(=O)c1cc2oc3ccccc3c2n1C,-4,5,1,i,0.8,-0.5,0.2,-1,-1,0
Cc1cccc2c(C(=O)Nn3cnnc3)cc(-c3ccccc3Cl)nc12,-6,-1,-1,i,-1.1,-1.3,-0.6,0,-3,-21
COc1ccc(S(=O)(=O)N2CCCOC2CNC(=O)C(=O)NCc2ccncc2)cc1 (centres undefined),-2,0,-3,i,-0.2,0.1,-1.1,-5,2,-1
Cc1cc(C)nc(NS(=O)(=O)c2ccc(NC(=O)C3CC(=O)N(c4ccccc4)C3)cc2)n1 (centres undefined),-2,1,0,i,0.2,0.1,-0.9,0,7,0
O=C(Nc1ccccc1SCC1CSc2nc3ccccc3c(=O)n21)c1ccccc1Cl (centres undefined),-4,-8,4,i,2.1,-1.7,-0.7,-5,-2,5
COc1ccc(C(=O)Nc2nnc(S(=O)(=O)N3CCC(C)CC3)s2)cc1OC,1,4,0,i,3.4,-0.4,-0.5,-3,5,0
CCOC(=O)N1CCN(CC(=O)c2ccc(O)c(C)c2O)CC1,-6,4,-4,i,1.6,-0.4,-3.0,-9,0,-1
CCOc1ccc(-c2[nH]ncc2-c2ccc(OC)c(OC)c2)c(O)c1,1,4,-1,i,-0.4,-0.6,0.6,-11,1,-1
CC(C)Oc1ccc(C(=O)N2CCCC2C(=O)O)cc1 (centres undefined),-2,-3,1,i,1.6,-0.4,-1.0,1,3,3
CCOC(=O)CSc1ccc(C(=O)N2CCN(C)CC2)cc1[N+](=O)[O-],-5,-1,-2,i,-0.2,-0.2,0.4,-7,-11,0
CCN(CC)C(=O)c1sc(N)c(C(=O)OC(C)C)c1C,-1,-5,3,i,0.0,-0.4,-0.9,-4,0,-4
CCOC1=C2CN(S(=O)(=O)c3ccc(C)cc3)[C@H](c3ccccc3)C[C@@H]2N(S(=O)(=O)c2ccc(C)cc2)[C@H](c2cccc(C)c2)C1,-1,6,1,i,1.0,-0.5,0.6,/,0,31
C1CCC(c2nn3c(-c4n[nH]c5c4CCC5)nnc3s2)CC1,3,0,-3,i,0.3,-0.2,-0.9,1,4,8
S=c1nc(SCc2ccccc2)[nH]c2ccccc12,1,-3,3,i,0.8,0.1,0.8,-3,3,2
COc1ccc(OC(=O)Nc2ccccc2)cc1,3,4,-2,i,0.1,-0.8,-0.9,-14,3,1
COc1ccc(NC2=NC(=S)N(c3ccc(C)cc3)C23CCCCC3)cc1,-3,-2,0,i,-0.3,-0.6,-2.1,1,-4,30
CCCNC(=O)c1ccc(N2CCC3(CC2)CC(c2cccc(Br)c2)=NO3)c([N+](=O)[O-])c1,2,4,2,i,0.4,-0.3,4.0,-11,-13,-7
Cc1noc(C)c1CSCC(=O)N1CCN(c2ccc(F)cc2)CC1,0,0,1,i,0.2,-0.4,-0.7,-4,0,-5
O=C(NC1=NCCS1)c1sc2ccccc2c1Cl,-1,0,2,i,1.4,0.2,0.9,-1,25,1
COCCN(CCOC)Cc1cc(=O)oc2cc(C)cc(C)c12,3,-8,-1,i,2.3,-0.8,-0.7,/,5,5
CN1CCN(S(=O)(=O)c2cccc(C(=O)N(c3ccccn3)C3CCCCC3)c2)CC1,4,-6,-2,i,-0.5,-0.6,-2.3,1,-1,1
NC(=O)CC(NC(=O)c1ccccc1)c1ccc(N2CCN(c3ccccc3)CC2)c([N+](=O)[O-])c1 (centres undefined),-1,-2,-2,i,0.7,-0.1,-1.4,-8,-10,-1
C/C(CC(=O)NCc1ccco1)=N\NC(=O)Cc1ccccc1,2,2,-2,i,0.9,0.1,-2.0,-2,1,-4
COC(=O)c1ccc(C(C2C(=O)CC(C)(C)CC2=O)C2C(=O)CC(C)(C)CC2=O)cc1,3,-4,-4,i,1.3,-1.2,-0.3,-9,0,3
C=CCN(CC(=O)c1sc(C(=O)OCC)nc1C)c1cccc(Br)c1,2,-1,3,i,-0.4,0.0,-2.6,-4,-15,-9
O=C(NCCCN1CCc2ccccc2C1)Nc1ccc(Br)cc1,-3,-5,4,i,-0.9,2.7,-2.1,-3,-4,-9
Cc1ccc(S(=O)(=O)c2nnn3c2nc(NCCCN2CCCC2=O)c2ccccc23)cc1C,-3,1,1,i,1.9,-0.1,1.9,3,56*,-1
Cc1ccc(C)c2[nH]c(=O)c(CN(CCN3CCCC3)C(=O)Nc3ccc(F)cc3)cc12,4,2,2,i,-0.5,0.1,1.5,3,-3,-1
NC(=O)c1ccc(NC(=O)Cn2c(=O)n(-c3ccccc3)c(=O)c3oc4ccccc4c32)cc1,-2,-5,4,i,-0.1,0.0,-0.6,-6,-5,2
COc1ccc(C(=O)NC(C)c2nc3ccccc3[nH]2)cc1OC (centres undefined),2,-1,0,i,1.2,0.5,-1.5,-1,1,3
COc1cc(OC)cc(C(=O)NCCCn2ccnc2)c1,6,1,-3,i,-0.1,-1.3,-5.2,-5,4,1
COc1ccccc1-c1sc2ccccc2c1-c1ccc(O)cc1,-4,-7,-4,i,1.0,-2.0,2.7,-17,-2,-32
CCn1c(COc2ccccc2C)nnc1SCC(=O)NCc1ccccc1,5,-2,2,i,1.7,0.0,0.4,0,1,-3
Cc1cc(C)n(S(=O)(=O)/C=C/c2ccccc2)n1,-3,10,2,i,-0.1,-0.7,-2.7,4,-4,4
CN(CCO)S(=O)(=O)c1ccc2c(c1)C(=NN)c1cc(S(=O)(=O)N(C)CCO)ccc1-2,-2,-4,-1,i,1.4,-0.3,-1.3,-7,-28,-3
O=C(Nc1ccc(F)cc1)C1CCN(S(=O)(=O)c2cccs2)CC1,-5,-1,2,i,2.2,0.3,-0.4,-11,1,2
COC(=O)c1sc(N2C(=O)C(O)=C(C(=O)c3ccc(C)o3)C2c2cc(OC)ccc2OC)nc1C (centres undefined),5,13,5,i,1.5,-0.1,0.9,/,-15,1
CCC(C)Sc1nc2c([nH]c3ccccc32)c(=O)n1C (centres undefined),-1,-6,-2,i,0.1,-0.9,-0.2,-13,-1,4
Cc1cc(C)c2c(SC(C)C)nc(N)nc2n1,-11,2,-7,/,1.3,-0.1,0.6,-4,5,0
Cc1c(C(=O)OCC(=O)Nc2c(C)n(C)n(-c3ccccc3)c2=O)oc2ccccc12,2,-1,1,i,-0.5,0.2,-1.8,1,2,-3
CCc1ccc(NC(=S)N(CCN2CCOCC2)Cc2ccccc2F)cc1,1,-3,-1,i,-0.3,0.0,0.0,-7,-3,0
C=CCn1cc(/C=N/Nc2nc3ccccc3[nH]2)c2ccccc21,0,8,10,i,0.8,5.6*,3.9,-8,-10,-14
Cc1nsc(Nc2ccccc2)c1C#N,2,-3,-1,i,-0.6,0.0,-0.6,-7,-2,4
Cc1c(CCOC(=O)c2ccccc2)sc[n+]1CC(=O)c1ccc(Br)cc1,-3,1,-1,i,/,0.3,0.2,-1,2,-4

# Reformatted: entries from further up.
SMILES | CSN deneddyl inh | NadD inh | STEP inh | Rpn11 block | MsrA inh | Tb MetRS inh | LMPTP inh | Scp-1 inhibitor | SUMO1-SIM PPI | DNMT1 block
Cc1ccc(S(=O)(=O)c2nnn3c2nc(NCCCN2CCCC2=O)c2ccccc23)cc1C | -3 | 1 | 1 | i | 1.9 | -0.1 | 1.9 | 3 | 56* | -1
Cc1ccc(C)c2[nH]c(=O)c(CN(CCN3CCCC3)C(=O)Nc3ccc(F)cc3)cc12 | 4 | 2 | 2 | i | -0.5 | 0.1 | 1.5 | 3 | -3 | -1
NC(=O)c1ccc(NC(=O)Cn2c(=O)n(-c3ccccc3)c(=O)c3oc4ccccc4c32)cc1 | -2 | -5 | 4 | i | -0.1 | 0.0 | -0.6 | -6 | -5 | 2
COc1ccc(C(=O)NC(C)c2nc3ccccc3[nH]2)cc1OC (centres undefined) | 2 | -1 | 0 | i | 1.2 | 0.5 | -1.5 | -1 | 1 | 3
